Screens from PubChem BioAssay.
GPR151 activ – human GPR151 activation; Q8TDV0; PathHunter beta-arrestin GPR151 cells, luminescence; activation, % at 11.2 µM; hit rate 1% among 650,000; in the data active means activation above about 4.9%;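 further: 0% = median of compound wells and 100% = cells with positive control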
Target sequence (Q8TDV0 whole entry, looked up): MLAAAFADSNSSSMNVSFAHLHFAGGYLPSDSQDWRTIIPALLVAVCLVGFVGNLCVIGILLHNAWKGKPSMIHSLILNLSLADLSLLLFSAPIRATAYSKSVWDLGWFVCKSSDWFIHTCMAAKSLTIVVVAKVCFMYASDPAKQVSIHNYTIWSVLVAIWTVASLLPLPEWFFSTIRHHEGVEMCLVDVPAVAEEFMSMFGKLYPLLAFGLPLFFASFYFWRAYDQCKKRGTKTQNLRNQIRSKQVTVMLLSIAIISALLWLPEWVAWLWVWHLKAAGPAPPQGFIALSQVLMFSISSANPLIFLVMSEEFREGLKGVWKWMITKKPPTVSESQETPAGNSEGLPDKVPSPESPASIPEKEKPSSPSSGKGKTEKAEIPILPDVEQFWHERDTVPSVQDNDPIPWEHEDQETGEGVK
MITF primary – human MITF inhibition, primary screen. AlphaScreen MITF homodimerization, bead proximity signal. O75030. inhibition, % at 2.6 µM. hit rate 0.91% among 650,000. AID 1259374; in the data active means inhibition above about 50%;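 further: 0% = vehicle wells with protein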
TEAD-YAP block – TEAD-YAP interaction inhibition | HEK-TIYL cells, TEAD-Gal4/YAP UAS-luciferase luminescence | inhibition, % at 9.12 µM | hit rate 1.4% among 640,000 | AID 1259422; in the data active means inhibition above about 32%;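 further: 0% = median of test compound wells and 100% = reference inhibitor wells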
FBW7 act – human FBW7 E3 ligase activation, primary screen | Q969H0 | AlphaScreen FBW7–phospho-cyclin E peptide binding, activator screen | normalized activity (activation), % at 26.1 µM | hit rate 0.13% among 650,000; in the data active means normalized activity above about 1.9%;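 further: purified mutant Fbw7 with reduced substrate affinity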
Target sequence (Q969H0 whole entry, looked up): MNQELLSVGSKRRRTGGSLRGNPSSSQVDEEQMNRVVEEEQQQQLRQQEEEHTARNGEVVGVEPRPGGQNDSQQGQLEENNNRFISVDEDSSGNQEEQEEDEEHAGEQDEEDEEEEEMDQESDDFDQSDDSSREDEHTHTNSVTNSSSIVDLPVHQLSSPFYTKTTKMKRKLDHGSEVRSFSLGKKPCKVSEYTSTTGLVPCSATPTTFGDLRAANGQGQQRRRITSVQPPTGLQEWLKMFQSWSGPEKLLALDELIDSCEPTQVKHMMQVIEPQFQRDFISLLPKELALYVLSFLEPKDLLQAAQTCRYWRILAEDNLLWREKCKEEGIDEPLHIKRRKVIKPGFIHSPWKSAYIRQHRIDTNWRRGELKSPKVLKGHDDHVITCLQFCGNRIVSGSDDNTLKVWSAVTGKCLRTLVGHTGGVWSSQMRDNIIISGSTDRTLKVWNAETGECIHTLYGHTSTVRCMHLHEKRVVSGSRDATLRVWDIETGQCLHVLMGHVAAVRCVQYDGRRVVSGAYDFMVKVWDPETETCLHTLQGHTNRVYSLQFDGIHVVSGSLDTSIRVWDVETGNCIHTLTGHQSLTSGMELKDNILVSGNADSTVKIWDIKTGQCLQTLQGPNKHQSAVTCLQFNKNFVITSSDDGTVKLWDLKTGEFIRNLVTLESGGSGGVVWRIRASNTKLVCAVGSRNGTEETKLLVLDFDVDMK
* = called active by the depositor; nt = not tested or not shown.

Every second line gives: GPR151 activ	MITF primary	TEAD-YAP block	FBW7 act
COC(=O)c1ccccc1S(=O)(=O)C1CCN(Cc2c(F)cc(F)cc2F)CC1
→ -0.4	20.0	-5.5	0.3
S=C(NCc1ccco1)N1CCN(C2CCCCC2)CC1
→ 6.1*	-0.2	-4.1	-0.2
Oc1ccc(Sc2ccc(O)cc2)cc1
→ -0.2	2.6	-1.7	-0.2
COc1ccc(CNC(=O)c2cccc(-n3c(=S)[nH]c4cc(Cl)ccc4c3=O)c2)cc1
→ -1.8	-6.4	-11.8	0.0
O=C(NC1CCCC1)c1ncoc1-c1ccc2ccccc2c1
→ -0.2	-11.6	-79.1	0.1
C[n+]1ccccc1/C=C1\Sc2ccccc2N1CCCS(=O)(=O)O
→ -2.0	23.5	-1.9	2.5*
O=C(N/N=C/c1ccccc1O)c1n[nH]c2c1CCC2
→ -0.7	18.4	33.1*	-0.9
C=CCc1cc(/C=C2/NC(=O)NC2=O)cc(OCC)c1O
→ 2.5	-4.1	-0.2	-0.1
CCCSc1nsc(NC(C)=O)n1
→ -1.0	-7.2	-54.0	0.4
COCC(=O)N(Cc1nc2sc(C)c(C)c2c(=O)[nH]1)C1CCCCC1
→ -1.3	1.9	-1.4	-0.1
COc1ccccc1NC(=O)CSc1nc2n[nH]c(C)c2c(=N)n1-c1cccc(Cl)c1
→ 1.2	3.2	-11.9	0.1
CC(=O)N1CN(C2CCCC2)Cc2c1sc1c2CCCC1
→ -0.9	2.7	-7.4	-0.1
O=C(CCCCCc1ccccc1)c1nc2ncccc2o1
→ 1.5	6.5	nt	nt
COc1ccc(CCNc2c(-c3ccc(O)c(O)c3)nc3cnccn23)cc1OC
→ -0.8	14.4	-6.2	0.2
CCOC(=O)N1CCN(Cc2nnc(-c3ccccc3Cl)o2)CC1
→ -0.4	1.0	5.0	0.0
CCCCC(=O)N/N=C(\C)CC(=O)Nc1cc(C)ccc1OC
→ 0.0	11.6	-4.1	-0.1
O=C1/C(=C/c2ccccc2[N+](=O)[O-])SC(=S)N1C1CCS(=O)(=O)C1 (configuration not stated)
→ 0.6	-3.9	5.8	0.0
O=C(c1cc(Cl)ccn1)N1CCCCC1
→ -2.0	1.6	-5.5	-0.1
COc1ccc2nc(N3CCN(C(C)=O)CC3)c(C#N)cc2c1
→ -0.5	-3.8	-7.4	-0.2
c1cncc(-c2cnc3c(N4CCOCC4)nccn23)c1
→ -0.9	-23.6	-19.9	-0.4
CCOC(=O)C1CCCN(C(=O)c2ccc3c(=O)n(Cc4ccc(Cl)cc4)c(=S)[nH]c3c2)C1 (configuration not stated)
→ -1.0	1.7	0.2	0.1
CC(C)CC(O)C1CCN(C(=O)c2cc(COc3ccc(F)cc3F)on2)CC1 (configuration not stated)
→ 1.4	1.0	-1.1	0.3
CCOC(=O)c1ccc(N2C(=O)CC(N3CCN(Cc4ccc(Cl)cc4)CC3)C2=O)cc1 (configuration not stated)
→ 1.0	-5.1	-11.8	0.0
COc1cccc(C(=O)N2CCCC(C)C2)c1OC (configuration not stated)
→ 0.5	3.2	12.2	0.0
Nc1ccccc1C(=O)N1CCC(N2C(=O)Cc3ccccc32)CC1
→ 2.0	-3.0	-11.2	-0.2
O=C(Nc1ccc(Cl)cc1C(=O)O)c1cc([N+](=O)[O-])cc([N+](=O)[O-])c1
→ -0.3	5.7	15.3	-0.3
O=C(Nc1ccc(S(=O)(=O)Nc2nccs2)cc1)c1cccc(NC(=O)C(F)(F)F)c1
→ -0.9	4.0	-5.5	-0.2
O=C(CSC1CC(=O)N(c2ccc(Cl)cc2)C1=O)Nc1ccc(Cl)c(Cl)c1 (configuration not stated)
→ -0.6	0.6	2.7	-0.1
CCN(CC)c1nc(Nc2ccc(N3CCOCC3)cc2)nc(N2CCCC2CO)n1 (configuration not stated)
→ 0.6	8.2	13.7	0.2
CC(C)OCCCN1C(=O)c2oc3ccccc3c(=O)c2C12C(=O)N(C)c1ccccc12 (configuration not stated)
→ 0.6	4.5	1.5	0.0
O=C(NCc1ccccc1)c1cccc2c3c([nH]c12)C(C(=O)O)CCC3 (configuration not stated)
→ -0.4	-2.6	-1.8	-0.1
COc1cccc(-c2nnc3n2CC(C)S3)c1 (configuration not stated)
→ 1.0	8.3	6.9	0.3
O=C(CCC1CCCC1)OCC(=O)N1CCOCC1
→ 0.4	-5.7	4.0	0.0
COc1ccccc1/C=C/CN1CCNC(=O)C1CC(=O)N(C)CCc1cnn(C)c1 (configuration not stated)
→ 1.5	-3.2	-6.2	-0.1
O=C(NCCO)c1ccc(Cl)c(Cl)c1
→ 0.7	11.9	5.3	0.0
CC1=C(C(=O)OCC(C)C)C(c2ccc([N+](=O)[O-])cc2)CC(=O)N1 (configuration not stated)
→ -0.2	13.0	-0.4	-0.2
COc1cc2nc(NCCCN3CCCC3=O)nc(NCc3cccnc3)c2cc1OC
→ -1.0	1.6	-10.5	0.0
Cc1nc(-c2ccccc2)sc1C(=O)NNC(=O)CSc1nc2ccccc2s1
→ -0.1	-2.3	1.6	0.0
O=S(=O)(Cc1ccccc1Cl)N1CCN(Cc2ccccc2)CC1
→ 0.9	-10.7	-0.3	0.0
COc1ccc(NC(=O)CN2CCN(CC(=O)Nc3cc(C)ccc3OC)CC2)cc1
→ -0.8	12.1	1.4	-0.1
CC1=C(C(=O)OC(C)C)C(c2ccc(C)cc2)NC(=O)N1 (configuration not stated)
→ 0.1	9.2	-7.2	0.0
CCCCc1cc(=O)oc2cc(OCC(=O)OCC)c(Cl)cc12
→ -0.1	9.9	-0.1	0.0
c1ccc(OCCSc2ncnc3nc[nH]c23)cc1
→ 1.0	3.7	-33.1	-0.2
COc1ccc2oc(=Nc3ccc(C(=O)O)cc3)c(C(=O)Nc3cc(C)cc(C)c3)cc2c1
→ 2.0	5.0	3.0	-0.1
CC(C)(C)c1ccc(-c2csc(NC(=O)COc3ccc(Cl)cc3)n2)cc1
→ 1.5	-17.0	-5.7	-0.2
NC(=O)c1cc2c(ccc3ccccc32)oc1=Nc1ccccc1
→ 5.2*	2.6	-8.1	-0.1
COc1cc(C(=O)O)cc(OC)c1OCc1cc(C(=O)O)oc1C
→ 0.1	20.1	14.8	0.0
Nc1ncnc(Oc2ccccc2Cl)c1[N+](=O)[O-]
→ 1.6	7.2	-1.0	-0.1
O=C(NCCc1ccccc1)c1csc(Nc2ccccc2)n1
→ 3.0	3.8	-24.6	-0.2
CC(C)[C@H](NC(=O)c1c(F)cccc1F)C(=O)N1CCN(c2ccc(F)cc2)CC1
→ 1.6	-1.6	4.3	-0.3

Additional compounds follow:
Every second line gives: GPR151 activ	MITF primary	TEAD-YAP block	FBW7 act
COc1ccc2nc(/N=C/c3nc(-c4ccccc4)oc3O)sc2c1
→ -4.7	0.6	-28.4	0.1
N#CC(C#N)=C1c2ccccc2-c2ccc([N+](=O)[O-])cc21
→ -0.1	13.3	3.7	0.2
Cc1onc(-c2ccccc2Cl)c1C(=O)NCc1ccc(S(N)(=O)=O)cc1
→ 0.5	-1.8	6.1	0.3
Cc1ccc(NC(=O)CN2C(=O)COc3cc(S(=O)(=O)NC4CCCC4)ccc32)cc1
→ -2.4	5.9	0.7	0.1
CCn1c2ccccc2c2cc(NC(=O)c3cc(-c4ccc(Cl)cc4)nc4ccc(Br)cc34)ccc21
→ 0.4	-5.6	-12.8	0.0
O=[N+]([O-])c1ccc(Oc2ccc(S(=O)(=O)NC3CCCCC3)cc2)cc1
→ 1.0	-1.4	12.7	-0.1
CCC(CC)C(=O)Nc1ccc2c(c1)CCC(=O)N2CCC(C)C
→ 1.7	-1.0	7.6	-0.1
COC(=O)c1c(C)oc2ccc(O)cc12
→ 0.8	2.0	6.9	0.0
CCCCC[C@H](O)/C=C/[C@@H]1[C@@H](C/C=C\CCCCO)[C@@H](O)C[C@H]1O
→ 2.4	2.0	nt	nt
CCOC(=O)c1cccc(NC(=O)c2cncc(Br)c2)c1
→ 3.5	3.5	-24.9	0.0
CCOC(=O)c1ccc(-c2c(C(F)(F)F)oc3cc(O)c(CC)cc3c2=O)o1
→ 0.2	16.9	4.4	0.0
O=C(OCCOc1ccccc1F)c1ccc(F)c(S(=O)(=O)N2CCOCC2)c1
→ 0.7	7.2	-1.9	0.1
COc1ccc(CNC(=O)Cn2nc(-c3ccccc3OC)ccc2=O)cc1
→ -1.0	11.6	2.0	0.0
Cc1ccc(C(=O)Nc2cccc(C(=O)O)c2)cc1
→ -11.5	-5.9	25.8	0.1
COC(=O)c1ccc(NC2=NCC(=O)N2C2CCCC2)cc1
→ -0.9	3.0	-10.2	-0.3
CCCCCC(=O)Nc1ccc(C(=O)Nc2ccc(C(=O)Nc3ccc(OC)cc3)cc2)cc1
→ -0.4	4.7	-5.7	0.3
COC(=O)c1cc(S(=O)(=O)NCc2ccc3c(c2)OCO3)c[nH]1
→ 2.1	-8.8	-10.7	0.0
COc1ccc(C2C(C(=O)Nc3ccccn3)=C(C)NC3=C2C(=O)CC(C)(C)C3)cc1 (configuration not stated)
→ 0.1	-3.5	-12.8	-0.1
CNc1ccc(C(O)(C(F)(F)F)C(F)(F)F)cc1
→ -1.3	3.8	-10.4	0.6
CCC(Sc1nc2cc(OC)c(OC)cc2c(=O)n1CCc1ccc(Cl)cc1)C(=O)Nc1cccc(C)c1 (configuration not stated)
→ 4.1	-0.8	5.3	0.1
COc1ccccc1N(CN1CCCC1=O)C(=O)COc1ccc(Cl)cc1Cl
→ -0.1	6.0	9.1	0.7
CCOC(=O)c1ccc(CNC(=O)c2cc(Cc3ccc4c(c3)OCO4)no2)o1
→ 0.9	-0.5	3.1	0.0
Cc1cc2c(cc3c(=O)n(CC(=O)NCc4ccccc4)ncn32)s1
→ -0.7	-7.0	-4.0	-0.1
CCOc1cc2c(cc1OCC)C(c1ccc3c(c1)Cc1ccccc1-3)NCC2 (configuration not stated)
→ 0.1	-4.8	-5.6	-0.3
N#Cc1cccc(NC(=O)COC(=O)c2c(F)cccc2F)c1
→ 1.6	5.8	4.4	0.1
CCOC(=O)c1cc2c(=O)n3ccccc3nc2n(CC(C)C)c1=NC(=O)c1cc2ccccc2o1
→ -0.1	7.9	-5.8	0.3
Cc1nc2c(c3c1[nH]c1ccccc13)C(O)CC(C)(C)C2 (configuration not stated)
→ -1.4	-12.4	27.6	0.0
N#Cc1c(SCc2ccccc2Br)nsc1SCc1ccccc1Br
→ -0.5	-2.6	4.7	-0.1
CCOC(=O)C1CCCN(Cc2cn3c(-c4cccc(Br)c4)nnc3s2)C1 (configuration not stated)
→ 1.9	11.1	3.9	0.0
O=c1cc(N2CCCCC2)c2ccccc2o1
→ -1.5	-3.0	-13.6	0.0
C/C(=N\Nc1cccc(C(=O)O)c1)c1ccc(Cl)s1
→ 0.2	18.3	-50.2	0.0
Cc1ccccc1NC(=O)c1cc2c(=O)n3ccccc3nc2n1C
→ 0.7	12.6	-4.5	0.6
CN1CCN(C(=O)CCC(=O)N(C2CC2)C2CCN(Cc3ccccc3)CC2)CC1
→ 2.0	2.4	0.1	-0.2
C[C@@H](O)[C@@H]1NC(=O)[C@H]2CN(C(=O)c3cccc(Cl)c3)CCN2C1=O
→ -0.1	11.1	1.8	0.0
COc1ccc(NS(=O)(=O)c2cc(S(=O)(=O)Nc3ccc(OC)cc3)c3cccc4c3c2NC4=O)cc1
→ 0.4	10.5	5.1	0.2
CC(C)N(CCNC(=O)c1ccc2nc(N3CCN(c4ccccn4)CC3)sc2c1)C(C)C
→ -0.9	-4.6	-6.0	0.1
CC1CC(C)CN(S(=O)(=O)c2cccc3nsnc23)C1 (configuration not stated)
→ 0.5	-6.4	-1.0	-0.1
COc1ccc(C2(NC(C)=O)CCN(c3nc(C)cc(C)n3)CC2)cc1
→ -0.3	10.9	-7.2	0.5
CCN(CCN(C)C)C(=O)Cn1ncc2c(=O)oc3ccccc3c21
→ 0.4	0.0	-0.6	0.0
CCOC(=O)C(=O)Nc1nc(-c2ccc(Cl)cc2)cs1
→ 0.2	9.3	12.5	0.7
COc1ccc(C2CC(=O)C3=C(C2)NC(=O)CC3c2cc([N+](=O)[O-])ccc2Cl)cc1 (configuration not stated)
→ 0.4	-0.6	11.4	0.0
CC(=O)c1c(C)[nH]c(C(=O)COC(=O)CCNS(=O)(=O)c2ccc(C)c(C)c2)c1C
→ -0.1	1.7	1.9	0.0
c1ccc(-n2ncc3c(NCc4ccc5c(c4)OCO5)ncnc32)cc1
→ 3.3	-8.9	-1.9	-0.1
CC1CC(C)CN(S(=O)(=O)c2ccc(C(=O)N=c3sc4cc(F)ccc4n3C)cc2)C1 (configuration not stated)
→ 3.0	7.5	2.5	0.1
CCOC(=O)C1CCCN(CCC(=O)Nc2ccc(OC)cc2OC)C1 (configuration not stated)
→ -0.5	5.5	-3.1	0.0
Cc1c(C(=O)Nc2ccccc2Cl)cccc1[N+](=O)[O-]
→ 2.0	9.0	-6.1	0.0
COc1ccc(CC2(CCC(=O)NCc3ccsc3)CCC(=O)N2)c(F)c1 (configuration not stated)
→ -0.2	-5.6	-4.3	0.0
Cc1cc(Cl)ccc1NC(=O)/C(=C/c1cccc([N+](=O)[O-])c1)NC(=O)c1ccccc1Br
→ -0.2	-9.5	-1.4	0.2

Entries of single compounds as entered above. Order of screens: GPR151 activ	MITF primary	TEAD-YAP block	FBW7 act
Entry for CC1CC(C)CN(S(=O)(=O)c2ccc(C(=O)N=c3sc4cc(F)ccc4n3C)cc2)C1 (configuration not stated) → 3.0	7.5	2.5	0.1
Entry for Cc1cc(Cl)ccc1NC(=O)/C(=C/c1cccc([N+](=O)[O-])c1)NC(=O)c1ccccc1Br → -0.2	-9.5	-1.4	0.2
Entry for Cc1c(C(=O)Nc2ccccc2Cl)cccc1[N+](=O)[O-] → 2.0	9.0	-6.1	0.0
